Compound activity from PubChem BioAssay.
S1P3 antag: S1P3 (human) receptor antagonism; inhibition, % at 4.98 µM; CHO S1P3 NFAT-BLA reporter, FRET fluorescence, antagonist mode; 170,000 compounds, 0.27% hits; Q99500;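 active means inhibition above the plate cutoff, the mean inhibition of test wells on that plate plus 3 SD, cut at about 28% in these data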;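 further: cells challenged with S1P at its EC80 of 0.8 µM; blue over green emission ratio from cleaved BLA substrate after 4 h stimulation; 0% = S1P-stimulated wells and 100% = unstimulated DMSO-only wells; some compounds past the cut are filed as inactive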
TLR4-MyD88 BLA: TLR4-MyD88 interaction inhibition in cells; O00206+Q99836; HeLa CL3-4 TLR4/MyD88 BLA complementation, FRET ratio; inhibition, % at 8.4 µM; 200,000 compounds, 0.18% hits; AID 861; in the data active means inhibition above about 25%;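 further: 0% = vehicle and 100% = reference inhibitor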
SRC2 TRFRET art: counter-screen for PPARgamma SRC-2 recruitment agonists: TR-FRET artefact. TR-FRET ratio at 8 µM. 200,000 compounds, 0.4% hits. AID 1049. stronger effect = higher value; in the data active means TR-FRET ratio above about 2000; further: inactives centre near 1500; reference of the scale not given here
bIAP inhibitor: blocks bovine intestinal alkaline phosphatase activity; purified bovine IAP, CDP-star luminescence, 30 min; inhibition, % at 20 µM; 190,000 tested, under 10 active; AID 1019;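 active means over 50% inhibition of intestinal alkaline phosphatase at 20 µM in the single-dose screen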
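Incubation: 30 min reaction at room temperature / Material: purified bovine intestinal alkaline phosphatase (IAP) enzyme / Input: enzyme at 1/65,000,000 dilution / Dosing: 20 µM single dose / Signal: CDP-star luminescence signal / Reagent: CDP-star chemiluminescent phosphatase substrate, 30 µM final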
DTT redox prof: compounds producing H2O2 with reducing agent – biochemical, NIH compound library profiling, artefact control for MLSCN library redox annotation, primary screen; activation, % at 10 µM; 200,000 compounds, 0.03% hits; DTT-dependent redox cycling H2O2, phenol red/HRP absorbance; 100% = 100 µM peroxide control, 0% = buffer;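 active means activation of at least 50% relative to the plate's high and low controls in the primary single-dose screen; inactive means activation below 50%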;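 further: compound incubated with DTT at 0.8 mM final as the reducing agent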
ROMK mod: modulates human ROMK potassium channel activity; P48048; Tet-inducible ROMK, thallium flux fluorescence; actives lie on both sides; B-score at 10 µM; 130,000 compounds, 2% hits; AID 1918;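 active means signal ratio slope over the read window, or its plate-corrected B-score, at least 3 SD from the plate mean, either direction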;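 further: B-score of the F/F0 ratio slope over 7 to 12 s after thallium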
Target sequence (P48048 whole entry, looked up): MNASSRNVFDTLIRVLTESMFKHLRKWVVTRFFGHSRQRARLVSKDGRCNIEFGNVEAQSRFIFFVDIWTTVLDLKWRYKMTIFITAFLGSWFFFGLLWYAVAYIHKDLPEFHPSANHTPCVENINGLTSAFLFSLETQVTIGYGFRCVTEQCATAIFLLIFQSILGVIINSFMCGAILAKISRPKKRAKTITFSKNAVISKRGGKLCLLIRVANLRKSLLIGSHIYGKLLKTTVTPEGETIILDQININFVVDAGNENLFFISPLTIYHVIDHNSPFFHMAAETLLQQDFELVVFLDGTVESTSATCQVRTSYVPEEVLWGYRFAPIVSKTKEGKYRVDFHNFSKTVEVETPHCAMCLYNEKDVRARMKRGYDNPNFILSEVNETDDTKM
bIAP act: increases bovine intestinal alkaline phosphatase activity; purified bovine IAP, CDP-star luminescence, 30 min; stronger effect = higher value; fold of DMSO-control signal, blank-subtracted; activation factor at 20 µM; 200,000 compounds, 0.17% hits; AID 1016;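 active means activation factor of 2 or more at 20 µM, a signal rise over negative controls twice the positive control's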
L major viab: reduces viability of Leishmania major promastigotes; resazurin fluorescence viability; inhibition, % at 10 µM; 200,000 compounds, 9% hits; in the data active means inhibition above about 50%;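 further: promastigotes grown with compound for 44 hours at 28 °C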
PPARg SRC-1 ag: promotes SRC-1 coactivator recruitment by human PPARgamma. PPARgamma-SRC-1 coactivator recruitment biochemical assay. activation, % at 8 µM. 200,000 compounds, 0.41% hits. AID 631; in the data active means activation above about 19%;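 further: 0% = DMSO and 100% = reference agonist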
Target sequence (P37231 whole entry, looked up): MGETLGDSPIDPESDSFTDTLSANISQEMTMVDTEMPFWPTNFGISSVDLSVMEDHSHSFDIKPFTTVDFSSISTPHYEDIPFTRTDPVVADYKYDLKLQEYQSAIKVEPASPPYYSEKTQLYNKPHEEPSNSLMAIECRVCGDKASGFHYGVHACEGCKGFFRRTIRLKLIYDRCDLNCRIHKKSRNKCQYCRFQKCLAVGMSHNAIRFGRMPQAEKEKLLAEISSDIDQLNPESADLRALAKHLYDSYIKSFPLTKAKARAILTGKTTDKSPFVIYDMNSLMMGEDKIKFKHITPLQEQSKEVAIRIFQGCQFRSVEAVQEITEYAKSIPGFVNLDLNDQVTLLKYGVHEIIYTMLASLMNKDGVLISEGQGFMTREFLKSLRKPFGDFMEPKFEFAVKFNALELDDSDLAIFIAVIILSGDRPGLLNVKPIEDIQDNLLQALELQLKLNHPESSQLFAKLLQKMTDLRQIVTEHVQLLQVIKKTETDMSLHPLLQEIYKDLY
PPARg SRC2 recr: PPARgamma-driven SRC-2 recruitment agonism; PPARgamma LBD-SRC-2 recruitment, biochemical; activation, % at 8 µM; 200,000 compounds, 0.34% hits; AID 1032; in the data active means activation above about 22%;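 further: 0% = vehicle and 100% = reference agonist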
PPARg SRC-3 ag: agonists of human PPARgamma SRC-3 coactivator recruitment; P37231; biochemical PPARgamma/SRC-3 coactivator recruitment assay; activation, % at 8 µM; 200,000 compounds, 0.26% hits; AID 731; in the data active means activation above about 23%;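 further: 0% = DMSO and 100% = reference agonist; some compounds past the cut are filed as inactive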
An asterisk follows results filed as active; nt = not tested or not shown.

SMILES | S1P3 antag | TLR4-MyD88 BLA | SRC2 TRFRET art | bIAP inhibitor | DTT redox prof | ROMK mod | bIAP act | L major viab | PPARg SRC-1 ag | PPARg SRC2 recr | PPARg SRC-3 ag
COc1ccc(N2C(=O)CC(N(C)CCc3ccc(OC)c(OC)c3)C2=O)cc1 (stereo not drawn) | -1 | 0 | 1714 | -10 | -0.1 | nt | 1.1 | -4 | -1 | 4 | 4
CCOC(=O)C1CCN(c2ccc(Cl)nn2)CC1 | -16 | 6 | 1388 | -11 | -0.3 | 0.48 | 1.1 | -3 | -8 | 7 | -1
Cc1ccc(CN(Cc2cc3cc4c(cc3[nH]c2=O)OCCO4)Cc2nnnn2Cc2ccco2)cc1 | nt | 8 | 1416 | -17 | 0.8 | -0.87 | 1.2 | 16 | 0 | -3 | -8
Cn1c(SCC(=O)NCCN2C(=O)CSC2=O)nc2ccccc2c1=O | -2 | 1 | 1435 | 10 | -0.9 | nt | 0.9 | -4 | -6 | 1 | 2
NS(=O)(=O)c1ccc(Nc2ccc3nonc3c2[N+](=O)[O-])cc1 | -12 | -1 | 1730 | 2 | -1.9 | 0.074 | 1 | 18 | 11 | 11 | 3
Cc1cccc(NC(=O)NC(C)C(c2cccs2)N2CCOCC2)c1 (stereo not drawn) | nt | 8 | 1534 | -52 | -1.1 | nt | 1.5 | 0 | -5 | 0 | -1
CCCOc1ncnc2c1sc1nc3c(cc12)COC(C)(C)C3 | -7 | 6 | 1593 | 5 | -0.7 | nt | 0.9 | -4 | 1 | 0 | 4
O=C1CCC/C(=N/NC(=O)C2CCN(S(=O)(=O)c3cccs3)CC2)C1 | -9 | 12 | 1399 | 13 | 0.0 | -0.045 | 0.9 | -4 | -5 | -9 | -3
O=C(C(Cc1ccccc1)N1C(=O)C2C3C=CC(C3)C2C1=O)N1CCCCC1 (stereo not drawn) | nt | -14 | 1624 | 6 | 0.5 | nt | 0.9 | -3 | 1 | 6 | -3
Cc1ccc(S(=O)(=O)N2CCN(C(=O)COc3ccc(NC(=O)c4ccco4)cc3)CC2)cc1 | nt | -3 | 1573 | -3 | -0.1 | nt | 1 | -1 | 8 | 3 | 14
COc1ccc(-c2[nH]ncc2CN(C)C(C)c2cccs2)c(F)c1 (stereo not drawn) | 16 | -5 | 1534 | -1 | -1.1 | nt | 1 | 6 | -1 | -5 | 0
CCOC(=O)c1nc(-c2ccccc2)oc1N(C)C | -9 | -9 | 1292 | 7 | -0.1 | -0.52 | 0.9 | 2 | -7 | 0 | -1

Rewritten tab-delimited: 2 of the compounds above
mol	S1P3 antag	TLR4-MyD88 BLA	SRC2 TRFRET art	bIAP inhibitor	DTT redox prof	ROMK mod	bIAP act	L major viab	PPARg SRC-1 ag	PPARg SRC2 recr	PPARg SRC-3 ag
CCCOc1ncnc2c1sc1nc3c(cc12)COC(C)(C)C3	-7	6	1593	5	-0.7	nt	0.9	-4	1	0	4
O=C1CCC/C(=N/NC(=O)C2CCN(S(=O)(=O)c3cccs3)CC2)C1	-9	12	1399	13	0.0	-0.045	0.9	-4	-5	-9	-3

The list goes on.
SMILES | S1P3 antag | TLR4-MyD88 BLA | SRC2 TRFRET art | bIAP inhibitor | DTT redox prof | ROMK mod | bIAP act | L major viab | PPARg SRC-1 ag | PPARg SRC2 recr | PPARg SRC-3 ag
CCN(CC)CCC#CC(O)(c1ccccc1)c1ccccc1 | 8 | 4 | 1718 | 10 | -0.7 | -0.9 | 0.9 | 5 | -4 | 4 | 2
CCOc1ccc(N2CC(C(=O)Nc3ccc(N4CCOCC4)cc3)CC2=O)cc1 (stereo not drawn) | nt | -4 | 1694 | 1 | 0.1 | 0.25 | 1 | -3 | 10 | 8 | -8
O=C(N/N=C/C=C/c1ccccc1)c1ccncc1 | -2 | 11 | 1560 | 9 | -0.8 | 1.2 | 0.9 | -3 | 2 | 2 | -2
Cc1cc(OCCOCCN2CCCC2)ccc1C(C)C | -26 | -7 | 1644 | 2 | 0.4 | 0.008 | 1 | 100* | 10 | 2 | -4
Cc1cc(C)nc(SCc2cccc(C(=O)O)c2)n1 | -12 | -18 | 1586 | 13 | 0.6 | nt | 0.9 | -8 | -3 | 1 | -1
CCN(CC)S(=O)(=O)c1ccc(Cl)c(NC(=O)COC(=O)c2cccn2C)c1 | -1 | 11 | 1537 | 9 | -0.1 | 2.7* | 0.9 | 10 | 1 | -7 | 1
CCOC(=O)C1CCCCN1C(=O)CCc1c(C)nc2cc(-c3ccccc3)nn2c1C (stereo not drawn) | -3 | -5 | 1383 | 8 | -2.6 | nt | 0.9 | 26 | 6 | -4 | 11
CC(C)Cc1nn2c(=O)cc(O)nc2s1 | -10 | -17 | 1583 | 10 | 0.1 | 0.47 | 0.9 | 55* | 3 | 1 | 3
COc1ccc(C(=O)Nc2c(C)ccc3nsnc23)cc1[N+](=O)[O-] | -6 | 3 | 1495 | 9 | -0.6 | nt | 0.9 | 83* | 10 | -3 | 9
COC(=O)CN(C(=S)Nc1ccc(F)cc1)C1CC(=O)N(c2ccc(OC)cc2)C1=O (stereo not drawn) | nt | -12 | 1682 | 3 | 3.1 | nt | 1 | -5 | 4 | -5 | 5
CNC(=O)c1csc(-c2ccncc2)n1 | nt | 3 | 1367 | 13 | 0.2 | nt | 0.9 | -6 | 4 | 7 | -10
CC(C)CCn1c(CN2CCN(Cc3ccccc3)CC2)nc2c1c(=O)[nH]c(=O)n2C | -46 | -5 | 1689 | -20 | -3.2 | nt | 1.2 | 4 | -3 | 8 | 9
C/C(=N\O)C(=O)NCCCn1ccnc1 | 1 | 4 | 1695 | 15 | 0.7 | 2.1* | 0.8 | -4 | -1 | -2 | -1
COc1ccc(NC(=O)CN(C)CC(=O)Nc2ccc(Cl)cc2F)cc1 | -9 | -14 | 1500 | -7 | -1.0 | -0.84 | 1.1 | -2 | 2 | -9 | -4
CCOC(=O)c1sc(NC(=O)/C=C/c2cnn(C)c2C)c(C(=O)OCC)c1C | nt | -6 | 1606 | -1 | -4.5 | nt | 1 | 6 | 6 | 4 | 13
O=C(NCc1ccccc1)c1ccccc1Br | 3 | -21 | 1673 | 3 | -1.8 | -0.039 | 1 | -6 | 3 | 6 | 0
CCC1(N(C(C)=O)c2ccc(OC)cc2)C(=O)c2ccccc2C1=O | -48 | 14 | 1571 | -1 | 0.1 | nt | 1 | 6 | 0 | -4 | -1
CC1(C(=O)NCc2ccccn2)C=CCN1C(=O)c1ccccc1 (stereo not drawn) | 13 | -20 | 1349 | -12 | 0.3 | -0.58 | 1.1 | -3 | -2 | 3 | -2
O=[N+]([O-])c1ccc(Cc2nnc(-c3ccc(F)cc3)o2)cc1 | -3 | -5 | 1582 | 39 | -0.1 | -0.3 | 0.6 | 7 | 2 | 7 | -5
CCC1=NN(C(=O)COc2ccccc2)C(O)(c2ccncc2)C1 (stereo not drawn) | -3 | -2 | 1536 | -15 | 0.2 | -0.35 | 1.1 | -2 | 0 | -11 | 1
COc1cccc(NC(=O)CN(Cc2ccccc2)S(C)(=O)=O)c1 | 1 | -16 | 1364 | -3 | 0.0 | nt | 1 | -3 | -1 | -12 | -1
Cc1ccc(S(=O)(=O)CCC(=O)OCc2ccc(Cl)cc2)cc1 | -3 | -16 | 1554 | 8 | -0.2 | 0.0035 | 0.9 | 55* | -3 | -8 | 1
CCOC(=O)C1=C(C)NC(C)=C(C(=O)OCCNC(=O)c2cccnc2)C1c1cccc([N+](=O)[O-])c1 (stereo not drawn) | 1 | -5 | 1351 | 5 | -0.7 | nt | 0.9 | 6 | 4 | -3 | -2
Cc1cc(C(=O)Nc2nc3c(s2)CCCC3)cs1 | 29 | 18 | 1597 | 1 | -2.5 | 0.0031 | 1 | 41 | 8 | 10 | 11
Cc1cc(C)nc(/N=C2/NC(=O)CS2)n1 | -22 | 4 | 1537 | -14 | 1.4 | 0.57 | 1.1 | -2 | -5 | -2 | 2
O=C(COC(=O)c1cccc2ccccc12)Nc1cccnc1Cl | -18 | 0 | 1702 | -1 | 0.0 | nt | 1 | -1 | -1 | 3 | 8
O=C(CCCN1C(=O)c2cccc3cccc(c23)C1=O)NCCN1CCOCC1 | -21 | -2 | 1506 | -11 | -0.4 | -0.79 | 1.1 | 9 | -7 | -8 | -3
CC(=O)c1ccc(NC(=O)c2ccn(C(=O)OCC(C)C)n2)cc1 | 6 | -5 | 1665 | 0 | 0.2 | -0.059 | 1 | -7 | 10 | 2 | 4
NS(=O)(=O)c1ccc(NC(=O)c2ccc(COc3ccccc3)o2)cc1 | 6 | -9 | 1535 | -37 | -1.9 | 2 | 1.4 | -6 | 5 | 9 | 1
O=C(COC(=O)C12CC3CC(CC(C3)C1)C2)Nc1ccccc1F | -8 | -8 | 1738 | -9 | 0.5 | -0.13 | 1.1 | -5 | 7 | 0 | -3
CCc1nnc(NC(=O)CN2CCN(c3ccc(Cl)cc3)CC2)s1 | nt | 7 | 1640 | nt | -0.3 | 0.039 | nt | -4 | 10 | 14 | 8
CC(=O)Nc1ccc(-c2cc3ccccc3o2)cc1 | nt | -3 | 1478 | 18 | -0.1 | -0.23 | 0.8 | -3 | 2 | 5 | 0
COCCSc1nnc(NC(=O)c2cc(C(=O)OC)cc([N+](=O)[O-])c2)s1 | 7 | -11 | 1520 | -13 | 0.1 | -0.12 | 1.1 | -10 | 4 | -1 | -1
CCCOc1ccc(/C=C2\SC(=S)N(CC3CCCO3)C2=O)cc1 (stereo not drawn) | -8 | -1 | 1554 | -3 | -0.2 | -0.47 | 1 | 66* | 14 | -5 | -3
CCCC(=O)C1=C(O)C(C(=O)OC)C(C)(C)CC1=Nc1ccc(OC)cc1 (stereo not drawn) | 3 | 11 | 1433 | 2 | 0.0 | 0.4 | 1 | -1 | 2 | -2 | -4
c1ccc(Nc2nn[nH]n2)cc1 | nt | -3 | 1477 | 9 | -1.4 | -0.031 | 0.9 | -8 | 2 | 0 | 2
Cc1ccc(C(c2nnnn2C2CCCC2)N2c3ccccc3CC2C)cc1 (stereo not drawn) | -2 | 5 | 1454 | 6 | 0.5 | -1.5 | 0.9 | 21 | -1 | 8 | -5
O=C(Nc1ccc2oc(=O)ccc2c1)c1ccco1 | -18 | -4 | 1581 | 7 | 3.5 | 0.47 | 0.9 | -1 | 2 | -1 | -9
N#CCCSCc1ccc(OCC(=O)O)cc1 | nt | -14 | 1358 | 4 | -0.6 | 0.038 | 1 | -8 | 3 | -3 | 12
Cc1c(Cl)cccc1N/C(SCC(=O)N1CCCCCC1)=C(/C#N)c1nc2ccccc2s1 | -4 | -16 | 1613 | 3 | 0.5 | -0.16 | 1 | 100* | 0 | 11 | -3
COc1cnc(-c2ccccn2)nc1NC(C)C | 29* | 6 | 1479 | -10 | 0.0 | -0.73 | 1.1 | 100* | 4 | 0 | -2
Cc1nc(C)c(CCNC(=O)c2ccccc2)s1 | 13 | -3 | 1603 | nt | 0.0 | 0.9 | 0.1 | -7 | 0 | -2 | 2
Nc1nc(-c2ccc(Cl)cc2)nn1C(=O)c1cccs1 | 12 | 4 | 1485 | -3 | 0.2 | 1.3 | 1 | -5 | -3 | 6 | 5
CCN(CC)S(=O)(=O)c1ccc(NC(=O)c2cc(-c3cccs3)nc3ccccc23)cc1 | 8 | -12 | 1711 | 7 | 1.8 | -0.47 | 0.9 | 41 | 2 | -2 | 4
